# Source: PubChem BioAssay
# Imprint erasure – qHTS Assay for Compounds that Induce Erasure of Genomic Imprints | AID 1948, 2009 | Potency, µM (highest dose often 60.7 µM), for inactives: at the highest dose activity change, positive = activation, hits mostly activators | mouse ES Peg3-LacZ reporter, beta-gal luminescence, 40 h | 0.02% of 110,000 active;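 note: 0% = negative control wells on the plate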
#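 Readout: BetaGlo luminescence (5 min, room temp) for LacZ from the normally silent maternal Peg3 allele in female Peg3LacZ-Neo ES cells. Cells 300/well, 40 h, 37C, 5% CO2. Data normalized per plate to negative controls.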
# p53ts 39C kill – qHTS Screen for Compounds that Selectively Target Cancer Cells with p53 Mutations: Cytotoxicity of p53ts Cells at the Nonpermissive Temperature; H1299-p53A138V viability at 39C, ATP luminescence, 24 h; Potency, µM (top dose mostly 46.1 µM), inactives show at the highest dose activity change, negative = cell killing, most hits filed as cytotoxic; 1.5% of 130,000 active; AID 902, 2007; note: nearly all actives have a fitted effect of over 55% in size
# IkB sig inh – IkB Signaling; ABC-DLBCL IkBa-CBG/CBR dual luciferase ratio, 4 h; response scale: scaled: untreated 0%, proteasome inhibitor 100%; Potency, µM (highest dose often 57.1 µM), for the others: top-dose IkBa stabilization activation; 0.04% of 110,000 active; active = well fitted curve in the direction sought with a large enough effect in the signal ratio, not every such curve was filed as active; inconclusive = small, poorly fitted or top-dose-only effect, or a change in a side signal; the % refers to the signal ratio;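 note: the direction sought is a rising ratio; 0% = basal untreated cells and 100% = reference inhibitor full response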
#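 In this assay, an IκBα–CBG68 fusion accumulates when IKK-driven degradation is blocked; native CBR normalizes for cell number. OCI-Ly3 cells were treated 4 h with compound and doxycycline, then green and red light read after Chroma-Glo addition.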
# p53ts 32C tox – qHTS Screen for Compounds that Selectively Target Cancer Cells with p53 Mutations: Cytotoxicity of p53ts Cells at the Permissive Temperature; 0.93% of 130,000 active; H1299-p53A138V at 32C, ATP luminescence viability, 24 h; Potency, µM (doses to about 46.1 µM), inactives show at the highest dose activity change, negative = cytotoxicity, hits mostly cytotoxic;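 note: 0% = DMSO and -100% = full killing by reference compound; nearly all actives have a fitted effect of over 55% in size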
#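 Cells: H1299 p53ts (A138V), 600/well, pre-incubated 16–30 h at 37C. Cpd up to 46 uM, 24 h, 32C. Readout: ATPlite luminescence, 20 min RT. Normalization: DMSO vs tamoxifen 100 uM. AC50 by Hill equation.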
# The depositor's hits bear a star; ? = inconclusive; . = not tested or not shown; [ ] = another dose, or the depositor's remark. Unless noted, calls come from the whole dose curve; as a rule, active = well fitted curve in the direction sought with a large enough effect; inconclusive = small, poorly fitted or top-dose-only effect, or another doubt; inactive = no such curve, though single readings can be large; an effect the other way counts as inactive or inconclusive. Unless noted, % is set by controls: 0 for no effect and ±100 for the full control effect; potency is the fitted concentration of half-maximal effect.
SMILES,Imprint erasure,p53ts 39C kill,IkB sig inh,p53ts 32C tox
CC(=O)c1cccc(NC(=O)c2c(F)c(F)c(F)c(F)c2F)c1,-3%,-7%,?,-3%
O=C(Cn1ncc2c3ccccc3n(Cc3cccc(Cl)c3)c2c1=O)Nc1ccc(F)cc1F,-8%[10.9 µM],?,-1.0%,6%
CCCCn1c(=O)c2oc3ccccc3c2n(CC(=O)Nc2cccc(Cl)c2C)c1=O,-10%[10.9 µM],-12%,-0.2%,5%
CCS(=O)(=O)N1CCN(c2ccccc2F)CC1,-6%,4%,0.8%,4%
O=C(N1CCOCC1)N1CCCN(C(=O)N2CCOCC2)CC1,10%,37%[activator],0.1%,-2%
O=C(O)CCCC(=O)N1CC(=O)Nc2ccccc21,13%,3%,1.7%,4%
CCOc1ccc(CNC(=O)c2ccc3c(c2)sc2nc(-c4ccccc4)cn23)cc1,-14%[10.9 µM],-17%,0.7%,-1%
CC1=CC(=O)[C@@H]2C[C@H]1C2(C)C,-5%,-7%,.,4%
CC1=C(c2ccc(Cl)cc2)S(=O)(=O)N=C1N1CCC(C(=O)NCc2ccccc2F)CC1,-8%[10.9 µM],-14%,?,3%
Cc1ccc(S(=O)(=O)N[C@H]2COC(=O)[C@H](C)COC(=O)C/C=C\[C@H]2C)cc1,.,1%[9.22 µM],.,2%[9.22 µM]
O=C(CSc1nnnn1-c1cccc2c1CCCC2)N1CCCCC1,.,-1%,.,-6%
CCc1ccc(-c2cc(C)no2)cc1S(=O)(=O)N1CCN(c2cccc(Cl)c2)CC1,-24%[10.9 µM],-25%,-0.7%,17%
Cc1cc(Oc2ccc(Cl)cc2)nc(-c2ccccc2O)n1,3%,-10%,-1.0%,2%
CC(C)C(=O)Nc1nnc(S(=O)(=O)N2CCc3ccccc32)s1,-11%[10.9 µM],13%,-1.5%,11%
CCN(c1ccccc1)c1nnc(NC(=O)Nc2ccc(C)cc2)s1,-8%[10.9 µM],2%,1.5%,-1%
Cc1nn(CC(=O)NCc2ccco2)c(=O)c2nn(-c3ccccc3)c(C)c12,16%[10.9 µM],16%,-0.7%,10%
COc1ccc(-n2ncc3c(NCc4ccc5c(c4)OCO5)ncnc32)cc1,.,-4%,.,1%
O=C(O)c1c(-c2nccc3ccccc23)[nH]c(-c2ccccc2)c1S(=O)(=O)O,-8%[10.9 µM],8%[9.22 µM],12%[11.4 µM],0%[9.22 µM]
CNC(=O)c1cc2c(s1)CCCCCC2,-10%,-18%,0.5%,0%
CCOC(=O)c1ccc(NC(=O)CCc2c(C)nc3ncnn3c2C)cc1,-9%,16%,-1.5%,-7%
CCCc1nnc(NC(=O)CN2C(=O)C3C4C=CC(C4)C3C2=O)s1 (configuration not stated),-8%,-11%,1.6%,1%
O=C(CN(CC1CCCO1)S(=O)(=O)c1ccc(S(=O)(=O)NC2CC2)cc1)Nc1ccccc1 (configuration not stated),-7%,2%,0.8%,-2%
O=C1CN(c2ccc(Br)cc2)C(=O)N1CC(=O)N1CCCc2ccccc21,-11%,8%,0.6%,0%
CC1Cc2cc(/C(O)=C3/C(=O)C(=O)N(CCN4CCOCC4)C3c3cccc(Cl)c3)ccc2O1 (configuration not stated),-22%,-3%,4.4%,-6%
O=C(C(c1ccccc1)c1ccccc1)N1CCCc2ccccc21,.,-20%,.,-12%
CS(=O)(=O)c1ccc2nc(NC(=O)CS(=O)(=O)c3ccc(Cl)cc3)sc2c1,?,-10%,-3.4%,-3%
COc1cccc(CNC(=O)CCc2c(C)nc3c(c(C)nn3-c3ccc(C)c(C)c3)c2C)c1,-10%[10.9 µM],-16%,?,-7%
CCCC1Cc2nc(N3CCCCC3)c(C#N)cc2CO1 (configuration not stated),-20%,4%,-1.5%,8%
CCC(=O)Nc1c2c(nn1-c1cccc(Cl)c1)CSC2,-2%,1%,7.6%,-2%
Cc1ccc(Cl)cc1NC(=O)c1csnn1,-13%[10.9 µM],0%,0.9%,-6%
O=C(CSc1nc2c(oc3ccccc32)c(=O)n1-c1ccccc1)Nc1ccc(F)c(Cl)c1,-5%[10.9 µM],7%,3.2%,7%
COc1ccc(NC(=O)c2cc(-c3ccccc3F)no2)cc1,-8%[10.9 µM],-12%,0.9%,-3%
Cc1noc(C)c1C(=O)N1CCC2(CCN(Cc3ccncc3)CC2)CC1,.,0%,2.5%[11.4 µM],0%
CCOC(=O)c1cnn(-c2ncnc3sc4c(c23)CCC4)c1N,-3%,6%,0.3%,-4%
COc1ccccc1-c1c(C)nn2c(N3CCN(c4ccc(Cl)cc4)CC3)cc(C)nc12,-12%[10.9 µM],4%,-0.6%,15%
O=C(NCC(c1cccnc1)N1CCN(c2ccc(F)cc2)CC1)OCc1ccccc1 (configuration not stated),-19%,-18%,-0.4%,-18%
O=C(NC1CCCC1)c1csc2c1CCCC2,-11%,-15%,-0.2%,0%
COc1ccccc1-c1nnc(SCC(=O)Nc2ccccc2)o1,-20%,-22%,?,-12%
Cc1noc(C)c1S(=O)(=O)N1CCN(C(c2ccccc2)c2ccc(Cl)cc2)CC1 (configuration not stated),-27%,7%,0.3%,1%
CCc1ccc(C2c3c(-c4ccccc4)n[nH]c3C(=O)N2c2ccc(C(=O)O)cc2)cc1 (configuration not stated),6%[10.9 µM],55%[activator],?,57%[activator]
COc1ccc(OC)c(NC(=O)c2c(NCc3cccs3)sc3c2CCCC3)c1,14%[10.9 µM],8%,-1.9%,40%[activator]
Cc1noc(NS(=O)(=O)c2ccc(NC(=O)CSc3nc4ccccc4[nH]3)cc2)c1C,-8%,-2%,3.0%,-3%
Cc1ccc(CN(Cc2cc3cccc(C)c3[nH]c2=O)C(=O)N(C)C)cc1,-4%,-4%,1.0%,-1%
Cc1ccc(-c2nn(CC(C)(C)C)c3ncnc(N)c23)cc1,-8%,?,?,-12%
Cn1ccnc1-c1nc2ccccc2[nH]c1=O,3%,-6%,0.2%,-1%
O=C(COC(=O)CSCC(=O)N1CCCCC1)NCc1ccc(F)cc1,-3%,3%,0.6%,2%
CCCCCNC(=O)c1ccc2c(=O)n(CC3CCCO3)c(=O)[nH]c2c1 (configuration not stated),2%,-4%,?,1%
COc1ccc(N2CCN(C3CC(=O)N(c4ccc5c(c4)OCCO5)C3=O)CC2)cc1 (configuration not stated),-9%,4%,0.9%,-3%
Fc1ccc(CSc2nnc(-c3cnccn3)n2Cc2ccco2)cc1,-24%,0%,?,-5%
Cc1ccc(C(=O)NCc2ccc3c(c2)OCO3)cc1S(=O)(=O)N1CCCCC1,-17%,3%,6.9%,15%
COc1ccc(S(=O)(=O)NC2CCCCC2)cc1C,6%,17%,3.5%,11%
COc1ccc(-c2cn3c(n2)sc2cc(C(=O)NCc4ccccc4OC)ccc23)cc1,-14%[10.9 µM],-14%,-0.2%,6%
COCCOC(=O)c1c(NC(=O)CN2CCOCC2)sc(C(N)=O)c1C,4%,1%,-1.6%,7%
O=C(CC(C(=O)O)C1CCCO1)Nc1cccc(C(F)(F)F)c1 (configuration not stated),-2%,-3%,0.4%,9%
CCC(=O)N(Cc1cc2ccc(C)cc2n2nnnc12)C1CCCCC1,.,23%,.,3%
CCn1cnc2cc(NCc3cccc(OC)c3O)ccc21,-7%,-2%,?,-12%
O=C1CCc2cc(S(=O)(=O)NCc3ccccc3Cl)cc3c2N1CC3,-8%[10.9 µM],9%,?,-2%
COC(=O)c1ccc(Oc2ccc3nnc(C)n3n2)cc1,0%,0%,1.7%,8%
CCN(CC)c1ccc2cc(-c3nc(-c4ccc(Cl)cc4Cl)cs3)c(=O)oc2c1,-5%[10.9 µM],-13%,-0.5%,10%
CCC1CCCCN1CCCNC(=O)c1ccc2c(c1)c(C)c(C)n2CC (configuration not stated),-16%[10.9 µM],-18%,0.7%,-9%

# Gathered by group, those above containing a furan ring, fused or not.
SMILES,Imprint erasure,p53ts 39C kill,IkB sig inh,p53ts 32C tox
CCCCn1c(=O)c2oc3ccccc3c2n(CC(=O)Nc2cccc(Cl)c2C)c1=O,-10%[10.9 µM],-12%,-0.2%,5%
Cc1nn(CC(=O)NCc2ccco2)c(=O)c2nn(-c3ccccc3)c(C)c12,16%[10.9 µM],16%,-0.7%,10%
O=C(CSc1nc2c(oc3ccccc32)c(=O)n1-c1ccccc1)Nc1ccc(F)c(Cl)c1,-5%[10.9 µM],7%,3.2%,7%
Fc1ccc(CSc2nnc(-c3cnccn3)n2Cc2ccco2)cc1,-24%,0%,?,-5%

# Complete entries from above. Order of screens: Imprint erasure	p53ts 39C kill	IkB sig inh	p53ts 32C tox
# CCCc1nnc(NC(=O)CN2C(=O)C3C4C=CC(C4)C3C2=O)s1 (configuration not stated) across the screens: -8%	-11%	1.6%	1%
# COc1ccc(-n2ncc3c(NCc4ccc5c(c4)OCO5)ncnc32)cc1 across the screens: .	-4%	.	1%
# CS(=O)(=O)c1ccc2nc(NC(=O)CS(=O)(=O)c3ccc(Cl)cc3)sc2c1 across the screens: ?	-10%	-3.4%	-3%
# COc1ccc(-c2cn3c(n2)sc2cc(C(=O)NCc4ccccc4OC)ccc23)cc1 across the screens: -14%[10.9 µM]	-14%	-0.2%	6%
# CCN(c1ccccc1)c1nnc(NC(=O)Nc2ccc(C)cc2)s1 across the screens: -8%[10.9 µM]	2%	1.5%	-1%

# Following part
SMILES,Imprint erasure,p53ts 39C kill,IkB sig inh,p53ts 32C tox
COC(=O)CSc1nnc(CNC(=O)c2cccs2)n1-c1cccc(C)c1,-4%,-4%,-1.9%,10%
O=C1CN(C(=O)CSc2nncn2-c2ccccc2)c2ccccc2N1,-16%,6%,-0.9%,-3%
COc1ccc(CNC(=O)C(c2ccco2)N(C(=O)c2csnn2)c2cccc(C)c2C)cc1 (configuration not stated),.,26%,.,18%
Cc1c(NS(=O)(=O)c2cccc(C(=O)O)c2)c(=O)n(-c2ccccc2)n1C,-4%[10.9 µM],14%,-2.7%,-3%
CCC(C)NC(=O)C1(C)CCC(=O)N1CCc1ccc(OC)c(OC)c1 (configuration not stated),0%,-1%,-1.4%,0%
CCc1c(C)nc(N2CCN(Cc3ccccc3)CC2)[nH]c1=O,-18%,-1%,-0.6%,7%
O=S(=O)(NC1CCCC1)c1ccc(S(=O)(=O)N2CCCN(Cc3ccccc3)C2)cc1,.,-4%,4.9%,0%
CCCOc1ccc(-c2nc(C#N)c(N3CCN(C)CC3)o2)cc1,-9%,-6%,0.5%,-2%
Cc1ccc(OCCn2nnc3sc4c(c3c2=O)CCC(C(C)(C)C)C4)cc1 (configuration not stated),-5%[10.9 µM],-21%,-0.6%,-2%
O=C(Nc1ccc2oc(-c3cccnc3)nc2c1)c1ccc(-c2ccc(Cl)cc2)o1,-7%[10.9 µM],-3%,-1.2%,-2%
CSc1nc(-c2ccco2)nn1C(=O)c1ccc(C)cc1,-12%,-11%,6.8%,-3%
COc1ccc(-n2c(SCc3ccccc3F)nc3c([nH]c4ccccc43)c2=O)cc1,12%[10.9 µM],-30%,-3.5%,-2%

# A draw from above in order of formula weight, highest first:
SMILES,Imprint erasure,p53ts 39C kill,IkB sig inh,p53ts 32C tox
O=S(=O)(NC1CCCC1)c1ccc(S(=O)(=O)N2CCCN(Cc3ccccc3)C2)cc1,.,-4%,4.9%,0%
COc1ccc(-n2c(SCc3ccccc3F)nc3c([nH]c4ccccc43)c2=O)cc1,12%[10.9 µM],-30%,-3.5%,-2%
O=C1CN(C(=O)CSc2nncn2-c2ccccc2)c2ccccc2N1,-16%,6%,-0.9%,-3%

# The results go on:
SMILES,Imprint erasure,p53ts 39C kill,IkB sig inh,p53ts 32C tox
COc1cc(C)c(S(=O)(=O)Nc2ccccc2F)cc1C,-14%,5%,5.9%,5%
N#Cc1c(N)c(C(=O)c2ccccc2)n2c1CCCC2,9%,7%,-2.6%,11%
CC1=C(C(=O)Nc2cccnc2)C(c2ccc(Cl)cc2)n2nc(-c3ccccc3)nc2N1 (configuration not stated),8%[10.9 µM],-4%,?,8%
CN(C)c1ccc(C(C(=O)NC(C)(C)C)N(C(=O)c2csnn2)C2CC2)cc1 (configuration not stated),-8%,-6%,0.7%,-24%
O=C(O)c1cc(S(=O)(=O)Nc2ccc(O)cc2)ccc1Cl,.,12%,.,6%
CCc1ccc2occ(CC(=O)Nc3nnc(SC)s3)c2c1,-8%[10.9 µM],4%,1.8%,5%
